GAA glycogen mod: qHTS Assay for Inhibitors and Activators of Human alpha-Glucosidase Cleavage of Glycogen | Potency, µM (series often up to 76.4 µM), for the others: top-dose activity change, negative = inhibition, actives largely listed as inhibitors | hit rate 0.38% among 300,000 | recombinant GAA, glycogen substrate, Amplex Red glucose oxidase fluorescence | Lysosomal alpha-glucosidase (Homo sapiens), P10253 | AID 2100, 2009;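 also: 0% = full enzyme reaction and -100% = no-enzyme basal signal; the screen sought inhibitors and activators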
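qHTS, 1536-well; enzyme 4 nM final; cpd up to 77 uM; substrate bovine liver glycogen 30 ug; 50 mM citrate/phosphate pH 5.0, 0.01% Tween-20; 37 C, 40 min; Amplex Red detection 45 min RT; Hill fit → AC50.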
GLA spleen mod: qHTS Assay for Inhibitors and Activators of Human alpha-Galactosidase From Spleen Homogenate | human spleen homogenate, 4MU-alpha-Gal fluorescence, 40 min | hit rate 0.008% among 240,000 | AID 2107, 2009 | Potency, µM (top dose mostly 80 µM), without a hit: top-dose activity change, negative = inhibition, usual class: inhibitors | Alpha-galactosidase A (Homo sapiens), P06280;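 also: 0% = enzyme with vehicle and -100% = no enzyme basal signal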
Target sequence (P06280 32-429 limits assumed): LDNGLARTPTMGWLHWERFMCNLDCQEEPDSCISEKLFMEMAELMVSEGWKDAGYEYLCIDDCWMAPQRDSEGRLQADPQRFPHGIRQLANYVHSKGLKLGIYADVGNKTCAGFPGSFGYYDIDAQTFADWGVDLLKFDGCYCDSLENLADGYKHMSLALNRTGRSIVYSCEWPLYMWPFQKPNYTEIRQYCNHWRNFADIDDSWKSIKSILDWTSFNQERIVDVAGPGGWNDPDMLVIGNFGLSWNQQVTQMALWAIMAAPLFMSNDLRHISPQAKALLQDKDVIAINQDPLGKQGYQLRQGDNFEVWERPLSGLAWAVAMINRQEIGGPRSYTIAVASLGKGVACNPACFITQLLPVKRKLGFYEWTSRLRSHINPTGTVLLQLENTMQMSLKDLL
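Inhibition or activation of alpha-galactosidase in human spleen homogenate is scored by 4-MU fluorescence after 40 min at 37C, pH 5.0, with 1 mM substrate. AC50s come from concentration-response fitted to the Hill equation.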
Tau fibril ThT: qHTS for Inhibitors of Tau Fibril Formation, Thioflavin T Binding. Microtubule-associated protein tau (Homo sapiens), P10636. recombinant tau K18 P301L, heparin-induced fibrillization, ThT fluorescence. Potency, µM (series often up to 57.4 µM), inactives show at the highest dose activity, negative = inhibition, usual class: inhibitors. hit rate 2.1% among 270,000. AID 1460, 2008; also: % is scaled to controls: 0 for no effect and ±100 for the full control effect; nearly all actives have a fitted effect of over 55% in size
Target sequence (P10636 561-689 P618L limits assumed): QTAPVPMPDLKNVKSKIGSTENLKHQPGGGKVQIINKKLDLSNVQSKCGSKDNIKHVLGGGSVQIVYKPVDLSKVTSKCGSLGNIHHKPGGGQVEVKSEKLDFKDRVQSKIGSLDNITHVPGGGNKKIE
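ThT emission at 510 nm, taken 1 hr after adding 30 uM dye, quantifies aggregates formed when 20 uM heparin acts on human tau K18 P301L for 6 hr at 37 C.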
aGlu spleen mod: qHTS Assay for Inhibitors and Activators of Human alpha-Glucosidase From Spleen Homogenate | human spleen homogenate, 4-MU-alpha-glucoside fluorescence | Potency, µM (titrated, usually from 79.9 µM), without a hit: at the highest dose activity change, negative = inhibition, most hits filed as inhibitors | hit rate 0.006% among 240,000 | AID 2112, 2009;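 also: 0% = enzyme with vehicle and -100% = no enzyme basal signal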
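Human spleen homogenate (1 ug) with 4-methylumbelliferyl-alpha-D-glucopyranoside (1 mM final) in 50 mM citrate/phosphate pH 5.0, 0.01% Tween-20; 40 min at 37 C. Stopped at pH 10; 4-MU fluorescence Ex 365/Em 440 nm; AC50 by Hill fit.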
Tau fluor counter: Counterscreen qHTS for Inhibitors of Tau Fibril Formation, Fluorescence Polarization. tau K18 P301L Alexa594 fluorescence, heparin fibrillization. Potency, µM (series often up to 57.7 µM), inactives show at the highest dose activity change, negative = decrease. hit rate 0.93% among 280,000. AID 1463, 2008; also: % is scaled to controls: 0 for no effect and ±100 for the full control effect; nearly all actives have a fitted effect of over 55% in size
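Human tau K18 P301L (15 uM unlabeled, 0.24 uM Alexa 594-labeled) in 100 mM sodium acetate pH 7 with 20 uM heparin, 6 hr at 37 C. ThT 30 uM added, 1 hr ambient; Alexa 594 FP and total fluorescence read at 555/632 nm.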
HTT cytoprotect: qHTS Multiplex Assay to Identify Dual Action Probes in a Cell Model of Huntington: Cytoprotection (ATP) | PC12 HTT-Q103 induced, cytoprotection, ATP luminescence, 40 h | Potency, µM (titrated, usually from 56.4 µM), for the others: cytoprotection (ATP increase), most hits filed as activators | hit rate 0.14% among 230,000 | AID 1471, 2008;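 also: % of control where 0% means no effect; nearly all actives have a fitted effect of over 45% in size; toxic huntingtin expression switched on by the ecdysone agonist tebufenozide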
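ATP quantification (ATPlite) reports survival of PC12 cells in which tebufenozide, 100 nM final, switches on Htt exon 1 with 103 glutamines linked to GFP; compounds are titrated.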
Tau FP inhib: qHTS for Inhibitors of Tau Fibril Formation, Fluorescence Polarization | Microtubule-associated protein tau (Homo sapiens), P10636 | K18 P301L tau heparin fibrillization, Alexa594 FP, 6 h | Potency, µM (series often up to 57.7 µM), without a hit: at the top dose activity, negative = inhibition, usual class: inhibitors | hit rate 0.39% among 280,000 | AID 1468, 2008; also: % is scaled to controls: 0 for no effect and ±100 for the full control effect; nearly all actives have a fitted effect of over 55% in size
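Compound effects on tau fibrillization are measured by Alexa 594 fluorescence polarization (ex 555, em 632 nm). K18 P301L tau is used at 15 uM with 0.24 uM labeled tracer, and 20 uM heparin induces aggregation over 6 hr at 37 C.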
GAA inhib: qHTS Assay for Inhibitors of Human alpha-Glucosidase as a Potential Chaperone Treatment of Pompe Disease. AID 1466, 2008. hit rate 0.005% among 200,000. Potency, µM (top dose mostly 76.9 µM), for the others: at the top dose activity change, negative = inhibition, actives largely listed as inhibitors. Lysosomal alpha-glucosidase (Homo sapiens), P10253. purified human GAA, 4-MU-alpha-glucoside fluorescence;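 also: plate controls were uninhibited enzyme wells for no effect and no-enzyme background for full effect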
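Endpoint fluorogenic read: 20 min room-temperature reaction of 4 nM human alpha-glucosidase with 400 uM 4-methylumbelliferyl-alpha-D-pyranoside, pH 5.0, quenched with 1M NaOH/1M glycine pH 10. AC50 from Hill modeling.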
Starred values were filed as active, the others as inactive; ? = inconclusive; nt = not tested or not shown; [ ] = dose if it differs, or a comment. Calls follow the shape of the dose curve; as a rule, active = well fitted curve in the direction sought with a large enough effect; inconclusive = small, poorly fitted or top-dose-only effect, or another doubt; inactive = no such curve, though single readings can be large; an effect the other way counts as inactive or inconclusive. Potency is read from the fitted curve at half-maximal effect.

SMILES | GAA glycogen mod | GLA spleen mod | Tau fibril ThT | aGlu spleen mod | Tau fluor counter | HTT cytoprotect | Tau FP inhib | GAA inhib
CCCNC(=O)OC[C@H]1O[C@@H](CCO/N=C2/[C@H]3O[C@@H]3[C@@H](O)[C@H]3[C@H]2CCn2c(=O)n(-c4ccccc4)c(=O)n23)C=C[C@@H]1Oc1ccc(OC)cc1 | nt | 0%[17.5 µM] | -2%[11.5 µM] | -4%[17.4 µM] | 0%[11.6 µM] | -7%[10 µM] | 1%[11.6 µM] | nt
O=C(NCc1ccco1)c1ccccc1NS(=O)(=O)c1ccc(Br)s1 | -6% | -2% | -10% | -1% | -12% | -53%[inhibitor] | 11% | 0%
Cc1nc2c(C)cccn2c1/C(O)=C1\C(=O)C(=O)N(CCN(C)C)C1c1ccncc1 (stereo unspecified) | 5% | -6% | 3% | -4% | 6% | 1% | -1% | -6%
Oc1ccc(C(=S)N2CCCCCC2)cc1 | -5% | -6% | ? | -3% | -12% | -2% | ? | -4%
CC(=O)C(=Cc1ccc(C(=O)O)cc1)C(C)=O | 1% | ? | -3% | -24% | 3% | -3%[10 µM] | -8% | 4%
Cc1nc2ccc(NC(=O)CCS(=O)(=O)c3ccccc3)cc2s1 | -5% | 13% | -2% | 11% | 4% | 5%[10 µM] | 3% | 2%
CC(C)Cc1csc(NC(=O)C(C)C)c1C(=O)O | 1% | 3% | 1% | -5% | -7% | 6%[10 µM] | 0% | nt
CC(=O)c1ccsc1B(O)O | nt | 8% | -10% | 7% | -11% | -11% | -4% | nt
CCc1ccccc1NC(=O)N1C2CCCC1CC(NC(C)=O)C2 (stereo unspecified) | -15% | 10% | -4% | 8% | 3% | 5%[10 µM] | -10% | -5%
COc1cc(C(=O)NC2=NCCS2)cc(OC)c1OC | 3% | 5% | -4% | -6% | -5% | 11% | -8% | 4%
CCc1ccc(-c2cc(C(F)(F)F)n3nc(C(=O)Nc4c(C)nn(Cc5ccccc5Cl)c4C)cc3n2)s1 | -7% | 2% | -19% | 2% | -13% | -29% | -6% | -6%
CCOc1ccc(NC(=O)CN2CCN(S(=O)(=O)c3ccc(Cl)cc3)CC2)cc1 | -10% | 1% | -13% | -8% | -10% | -13% | 6% | ?
COc1ccc(NC(=S)NCCSc2ccc(Cl)cc2)c(OC)c1 | -29% | 0% | 5% | 17% | 3% | 19%[10 µM] | 1% | 4%
O=C(CC12CC3CC(CC(C3)C1)C2)N1CCCC1 | -6% | 2% | 7% | -2% | -2% | 8% | -5% | -14%
CC1CC2(CC(C)(C(=O)CSc3n[nH]c(-c4ccccc4Cl)n3)OC2=O)C(=O)O1 (stereo unspecified) | -17% | -3% | -2% | -13% | 7% | -7% | 5% | -9%
C[n+]1c2n(c3ccccc31)N=C(c1ccc(Cl)cc1)CS2 | 0% | -2% | ? | -2% | -7% | -17%[10 µM] | ? | 4%
CCOc1cc(CNc2ccc(N3CCN(C(C)=O)CC3)cc2)cc(Br)c1OC | 3% | -9% | ? | -8% | ? | nt | -8% | -8%
COc1cc(OC)cc(C(=O)Nc2nnc(NC(=S)Nc3ccccc3)s2)c1 | -4% | 7% | ? | -14% | ? | 29%[10 µM] | ? | -1%
COc1ccc(-c2cnn3c4c(c(C)nc23)CCN4C(C)C)cc1OC | 4% | 17% | -20% | -14% | -18% | -3%[10 µM] | 14% | -2%
N#CCCn1nnc2ccccc21 | -10% | ? | -6% | -1% | 3% | -34% | -5% | 4%
CCCN1CCC2(CC1)C(C#N)=C(N)Oc1c2sc2nc(C)cc(C)c12 | 11% | 10% | ? | 4% | -15% | -24% | -15% | -4%
Cc1ccc(N2C(=O)[C@@H]3CSC(c4ccc(C(F)(F)F)cc4)N3C2=O)cc1 (stereo partly specified) | -10%[76.3 µM] | nt | 12% | nt | 2% | nt | 1% | nt
NC(=O)c1c(NC(=O)CCCn2cnc([N+](=O)[O-])n2)sc2c1CCCC2 | 5% | 2% | ? | 6% | -7% | nt | ? | 3%
O=C(O)c1ccc2c(c1)C(=O)N(c1ccc(Cl)cn1)C2=O | -8% | 3% | ? | 5% | -1% | 9%[10 µM] | 2% | 6%
CC(C)(C)C(=O)Cn1c(=N)n(Cc2ccccc2Cl)c2ccccc21 | -6% | -3% | -9% | -5% | -9% | 42%[10 µM] | -1% | -1%
CC(C(=O)N=Nc1c(O)[nH]c2ccccc12)n1cnc2ccccc2c1=O (stereo unspecified) | -4% | 1% | -13% | -6% | 5% | nt | 6% | 12%
Cc1cc(NS(=O)(=O)c2ccc(NC(=O)COc3ccccc3C(C)C)cc2)no1 | -7% | 0% | -13% | -7% | -1% | -5% | 7% | -8%
CCCN(CCC)CCNC(=O)C1CCN(Cc2nc(-c3ccc(Cl)cc3)oc2C)CC1 | 2% | -6% | -6% | -1% | -8% | -79%[inhibitor][0.074 µM] | -1% | -2%
CN(CC(=O)N1CCN(C2CCCCC2)CC1)S(=O)(=O)c1cccc2nsnc12 | -19% | 3% | -6% | 5% | -4% | -7% | -10% | 2%
CC(=O)c1cccc(NC(=O)CSC(=O)c2ccccc2)c1 | -8% | 1% | ? | 3% | -17% | -1%[10 µM] | -1% | 2%
CCOCCCNc1nc2c(-c3ccccc3)nnn2c2ccccc12 | 1% | 18% | -6% | 3% | -16% | nt | -5% | 8%
CC(=O)N1CCCC(C(=O)c2ccc3c4c(cccc24)CC3)C1 (stereo unspecified) | -4% | 3% | -2% | 10% | 7% | 26%[10 µM] | ? | ?
Oc1ccc(-c2nncn2-c2ccccc2)cc1 | 12% | 5% | -6% | -1% | -3% | -5%[10 µM] | -3% | 9%
CCOC(=O)N1CCC(=NNC(N)=O)CC1 | 5% | 5% | 5% | 1% | 5% | 2%[10 µM] | -6% | 5%
O=C(COC(=O)c1ccc(Br)o1)NC1CCCCC1 | 0% | 5% | -5% | 3% | -6% | ? | -10% | -5%
CCCCNC(=O)N1CCN(C/C=C/c2ccccc2)CC1 | 4% | 3% | 6% | -2% | 3% | -30%[inhibitor] | 0% | 5%
CCOc1ccc(S(=O)(=O)N2CCN(C(=S)NCc3ccco3)CC2)cc1 | -10% | -1% | -1% | -3% | -17% | 6%[10 µM] | -7% | -7%
O=C(C1CCN(S(=O)(=O)c2cccc3cccnc23)CC1)N1CCN(c2ccccc2)CC1 | -1% | 3% | ? | -6% | -12% | 15% | 6% | -8%
COC(=O)C1=C(C(=O)OC)C(c2ccc(OC)c(OC)c2)c2sc(=O)[nH]c2S1 (stereo unspecified) | ? | -5% | ? | -4% | -2% | -4% | -9% | -7%
CCOC(=O)c1cc2c(C)n(-c3ccc(C)cc3)c(C)c2ccc1=O | -4% | -1% | ? | -5% | -5% | -32% | 1% | -5%

Limited to aGlu spleen mod, HTT cytoprotect and GAA inhib, for two of the compounds above:
compound	aGlu spleen mod	HTT cytoprotect	GAA inhib
CC(=O)c1cccc(NC(=O)CSC(=O)c2ccccc2)c1	3%	-1%[10 µM]	2%
CN(CC(=O)N1CCN(C2CCCCC2)CC1)S(=O)(=O)c1cccc2nsnc12	5%	-7%	2%

(more compounds)
SMILES | GAA glycogen mod | GLA spleen mod | Tau fibril ThT | aGlu spleen mod | Tau fluor counter | HTT cytoprotect | Tau FP inhib | GAA inhib
C[C@H](NS(=O)(=O)c1ccc(Cl)cc1)C(=O)OCC(=O)c1ccc[nH]1 | 1% | 0% | nt | 3% | -3% | 10%[10 µM] | -6% | nt
COc1ccc(C2=C(Nc3ccc(C)cc3)c3ccccc3C2=O)cc1 | -11% | 13% | -13% | 3% | -23% | -13%[10 µM] | 5% | -2%
COc1ccc(F)cc1S(=O)(=O)NCc1ccccc1 | 2% | -4% | 4% | 0% | 8% | 2%[10 µM] | -3% | -2%
CCOC(=O)c1c(C(=O)OCC)c(C)n(N2C(=O)CSC2=S)c1C | -24% | -4% | -18% | -14% | -6% | 6%[10 µM] | 1% | -2%
O=C(Nc1ccccc1-c1ccccc1)c1cccc(C(F)(F)F)c1 | 8% | 1% | 0% | -5% | -6% | 19%[10 µM] | 3% | 0%
Cc1ncsc1CCOC(=O)c1cccnc1 | 11% | 2% | -2% | -2% | 2% | -8%[4.97 µM] | -3% | 6%
COc1cccc(-n2nc(C(=O)N3CC(C)CC(C)C3)c3ccccc3c2=O)c1 (stereo unspecified) | 5% | 10% | -17% | 2% | -20% | 6%[10 µM] | -3% | -5%
Cc1cccc(N(C)c2nc3ccc(C)cc3n3cnnc23)c1 | 6%[76.3 µM] | nt | -4% | nt | -3% | nt | 5% | nt
CCOc1ccccc1NC(=O)C(CC)n1c(C(=O)OC)cc2occc21 (stereo unspecified) | -15%[76.3 µM] | nt | -13% | nt | -28% | nt | -4% | nt
Cc1ccc2cc(S(=O)(=O)NCCCC(=O)O)ccc2c1 | 5% | -4% | -3% | -6% | 1% | 9% | 7% | -2%
CCC1(c2ccc(F)cc2)NC(=O)N(CC(=O)Nc2ccc(C)c(S(=O)(=O)N3CCOCC3)c2)C1=O (stereo unspecified) | -9% | 0% | 5% | 2% | 0% | 9% | 1% | 0%
O=C(NNC(=S)NC1CCCCC1)c1ccc(Cl)s1 | 50µM* | 3% | 3% | -14% | -10% | -144%[inhibitor] | 4% | ?

Assay outcomes: PubChem, National Center for Advancing Translational Sciences (NCATS)
